Assay outcomes: PubChem BioAssay, School of Medicine, Indiana University
FECH inh: human FECH heme synthesis enzyme inhibition; P22830; purified FECH, Ni-mesoporphyrin absorbance 550 nm; calls only at 10 µM (by protocol); 20,000 compounds, 3.3% hits; AID 1671448;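 active = enzyme reaction rate more than 3 SD below the solvent-only control wells on the same plate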;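 note: lower slope than DMSO wells means FECH inhibition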
Target sequence (P22830 whole entry, looked up): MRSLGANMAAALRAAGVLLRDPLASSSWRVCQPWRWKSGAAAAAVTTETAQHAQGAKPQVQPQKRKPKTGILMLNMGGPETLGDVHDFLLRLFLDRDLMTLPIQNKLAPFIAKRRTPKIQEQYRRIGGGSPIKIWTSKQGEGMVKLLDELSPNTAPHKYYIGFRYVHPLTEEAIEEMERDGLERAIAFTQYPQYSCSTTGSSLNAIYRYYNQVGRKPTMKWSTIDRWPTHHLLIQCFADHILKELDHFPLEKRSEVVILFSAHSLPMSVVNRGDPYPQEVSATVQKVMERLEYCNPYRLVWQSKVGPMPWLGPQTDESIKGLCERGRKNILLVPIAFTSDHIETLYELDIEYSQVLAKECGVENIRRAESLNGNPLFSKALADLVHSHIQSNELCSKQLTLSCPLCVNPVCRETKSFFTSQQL
Calls only; i = inactive; + = active, no number. An excerpt; the hit share may differ from the screen's.

canonical_smiles | FECH inh
COc1ccc(-c2ccc(=O)[nH]n2)cc1S(=O)(=O)Nc1ccc(C)cc1C | i
COc1ccc(NC(=O)CN2CCCN(Cc3cccc(F)c3)S2(=O)=O)cc1 | i
CNC(=O)C1CCC(Cn2c(=O)c3sccc3n(CC(=O)Nc3ccc(C)c(F)c3)c2=O)CC1 (stereo not given) | i
Cc1nsc(NC(=O)N2CCN(Cc3ccc(F)cc3)C(=O)C2)n1 | i
Cc1cc(CN(C)C(=O)Nc2nc(C)ns2)ccn1 | i
CCCCn1nc(C)c2c1NC(=O)CC2c1cc2ccccc2n1C (stereo not given) | i
O=C(NCCO)c1cc2n(n1)CCCN(c1nc3ccccc3s1)C2 | i
CN(Cc1ccc(C(=O)Nc2cnn(C)c2)cc1)CC1CCCO1 (stereo not given) | i
Cc1ccc2c(C)c(C(=O)NCCc3nc(-c4ccccn4)no3)oc2c1 | i
CCOc1ccccc1N(Cc1nc2nc(C)cc(=O)n2[nH]1)C(=O)C(C)C | i
c1cn(CCc2cnc[nH]2)c(-c2ccc(C3CCCCO3)s2)n1 (stereo not given) | i
CN(C)C(=O)N1CCCC(C(=O)NCCCC(C)(C)CO)C1 (stereo not given) | i
Cc1cccc(NC(=O)N2CCN(c3cc(-c4cccc(C)c4)ncn3)CC2)c1 | i
CCC/C=C/c1ccc(C(=O)NC2CC2)cc1 | i
Cc1n[nH]c(C)c1CCCN(C)c1nc(N(C)C)nc2c1CCNC2 | i
CCn1ncnc1CN1CCC(CNC(C)=O)CC1 | i
O=S(=O)(NCCn1c(-c2ccccc2)nc2cccnc21)c1ccc2c(c1)CCCC2 | i
COC(=O)CN1CCN(CC(=O)Nc2cc(C)ccc2F)C(C)C1=O (stereo not given) | i
CC(NC(=O)C1(N(C)CCc2ccccc2)Cc2ccccc2C1)c1nn[nH]n1 (stereo not given) | i
O=C(NCCCN1CCN(c2ccccc2)CC1)c1ccc(CN2C(=O)CCn3nccc32)cc1 | i
CCc1cc(Sc2ccc(NC(=O)c3cc(Cl)ccc3OC)cc2)n2ncnc2n1 | i
COc1ccc(CNc2nc3nc(CNc4cccc(C)c4)cc(=O)n3[nH]2)cc1 | i
Cc1nc(OCC(=O)NC2CCCCC2)c2c(C)c(C)oc2n1 | i
CCOCCCNc1nc(Nc2ccc(F)cc2)c2cnn(-c3ccccc3)c2n1 | i
Cc1nc2nc(C)c(NC(=O)Nc3ccc(F)c(Cl)c3)c(=O)n2[nH]1 | i
CCOc1ccc(C(=O)Nc2cc(N3CCCS3(=O)=O)ccc2OC)cc1 | i
CN1CCN(CCNC(=O)C2CCN(c3ncnc4c3nc3n4CCCCC3)CC2)CC1 | i
CSc1cccc(NC(=O)Nc2c(C)nc3nc(C)[nH]n3c2=O)c1 | i
COc1ccc(-c2ncc3c(=O)n(Cc4ccccc4Cl)c(=O)n(C)c3n2)cc1 | i
CC(C)NC(=O)[C@@H]1C[C@H](N)CN1C(=O)CN1CCCCCC1=O | i

Among those listed so far, these contain an NH in an aromatic ring.
canonical_smiles | FECH inh
COc1ccc(-c2ccc(=O)[nH]n2)cc1S(=O)(=O)Nc1ccc(C)cc1C | i
CCOc1ccccc1N(Cc1nc2nc(C)cc(=O)n2[nH]1)C(=O)C(C)C | i
c1cn(CCc2cnc[nH]2)c(-c2ccc(C3CCCCO3)s2)n1 (stereo not given) | i
Cc1n[nH]c(C)c1CCCN(C)c1nc(N(C)C)nc2c1CCNC2 | i
CC(NC(=O)C1(N(C)CCc2ccccc2)Cc2ccccc2C1)c1nn[nH]n1 (stereo not given) | i
COc1ccc(CNc2nc3nc(CNc4cccc(C)c4)cc(=O)n3[nH]2)cc1 | i
Cc1nc2nc(C)c(NC(=O)Nc3ccc(F)c(Cl)c3)c(=O)n2[nH]1 | i
CSc1cccc(NC(=O)Nc2c(C)nc3nc(C)[nH]n3c2=O)c1 | i

Going on with the list:
canonical_smiles | FECH inh
Cc1ncc(CC(=O)N2CCC(N3CCCC(C(=O)NC4CC4)C3)CC2)c(=O)[nH]1 (stereo not given) | i
Cc1ccc(Nc2cc(C(C)C)nc3nc(-c4cccnc4)nn23)cc1C | i
COc1ccc(C(=O)Nc2ccc(Nc3nc(C)cc(Nc4ccc(C)cc4)n3)cc2)cc1OC | i
CC1(C)C[C@@H]2C[C@@](C)(CN2c2ccnc(C(=O)NCc3cccnc3)c2)C1 | i
COc1cccc(N2CCN(C(=O)c3cccn3-c3nnc(N4CCCCC4)s3)CC2)c1 | i
O=C(NC1CC1)C1CCN(c2ccc(-c3cccs3)nn2)CC1 | i
C=CCNc1ccccc1C(=O)N1CC[C@H](O)C[C@@H]1C(=O)O | i
Fc1ccc(N2CCN(c3nc(Nc4ccc(Cl)cc4)c4cnn(-c5ccccc5)c4n3)CC2)cc1 | i
Cc1ccc(NCc2cc(=O)n3[nH]c(NCc4ccc(F)cc4)nc3n2)c(C)c1 | i
CC(C)C1=NOC(CNC(=O)c2cn[nH]c2C2CCCCC2)C1 (stereo not given) | i
O=C([C@@H]1C[C@@H](O)CN1)N1CCc2onc(C(c3ccccc3)c3ccccc3)c2C1 | i
COc1cccc(CC2CN(c3cc(C(N)=O)ccn3)CCO2)c1 (stereo not given) | i
COC(=O)CC1=CC(=O)N(CC(=O)Nc2ccccc2Cl)c2ccccc2N1 | i
COc1ccc(C)cc1-n1cnnc1CCn1cccn1 | i
Cc1ccc(-c2c(Nc3ccccc3)oc3c2c(=O)n(C)c(=O)n3C)cc1 | i
CCCc1cc(C(=O)N2CC[C@@H](c3sccc3C)[C@H](O)C2)no1 | i
C=Cc1ccc(CN(c2nc3nc(C)cc(C)n3n2)S(=O)(=O)c2ccccc2)cc1 | i
COc1ccc(OC)c(CN(C(=O)CC2=CCNCC2)C2CCCC2)c1 | i
C=CCc1cc(C(=O)N2CCN(C)C3(CCN(C)CC3)C2)ccc1OC | i
c1ccc(-c2nccn2CCc2cccs2)nc1 | i
CCc1cccc(NC(=O)c2nc(N3CCCC3)c3oc4ccccc4c3n2)c1 | i
Cc1cc(C)n(CCC(=O)N(C)Cc2cc(C(C)(C)C)n[nH]2)c(=O)n1 | i
CCCc1c(C)nc2ncnn2c1Sc1ccc(NC(=O)c2ccccc2OC)cc1 | i
CN1CC(=O)N(CC(=O)NCc2ccccc2)c2ccccc2C1=O | i
CC(C)Cc1cc(C(=O)N2CCC(Oc3ncccn3)CC2)n[nH]1 | i
Cc1ccc(NC(=O)Cc2csc(NC(=O)Nc3cccc(Cl)c3)n2)cc1C | i
Cc1cccc(N(CC(=O)NCc2n[nH]c3c2CCC3)S(C)(=O)=O)c1 | i
CCCCN(CC)C(=O)C1CCCN(c2ncnc3c2nc2n3CCCCC2)C1 (stereo not given) | i
CCNC(=O)c1ccccc1-c1cccc2cnccc12 | i
COc1ccc(OC)c(CNC(=O)c2ccccc2NC(=O)c2nsc3ccccc23)c1 | i

(listing goes on)
canonical_smiles | FECH inh
O=c1cc(CN2CCc3ccccc3C2)nc2nc(NCc3ccccc3)[nH]n12 | i
CCc1c(C)nc2ncnn2c1Sc1ccc(NC(=O)Nc2ccc(OC)cc2OC)cc1 | +
CN(Cc1ccc(Cl)cc1)c1nccc(-c2cc(C(=O)O)ccn2)n1 | i
CN1CCN(C(=O)CN2C(=O)C3CCCCN3c3ccc(C(=O)N(C)C)cc32)CC1 (stereo not given) | i
O=C(Cn1cccc1)N1CCC(c2cc(Cc3ccccc3)[nH]n2)CC1 | i
CN(CCCNC(=O)c1cccn1-c1nnc(N2CCCCC2)s1)C1CCCCC1 | i
O=S1CCC(NCCN2CCc3ccccc32)CC1 (stereo not given) | i
CCc1c(C)sc2ncnc(N3CCN(C4CCOCC4)CC3)c12 | i
O=C(Cc1ccc(F)cc1)NC1CC(=O)N(c2cccc(F)c2)C1 (stereo not given) | i
CCOC(=O)C1CCN(S(=O)(=O)c2ccc3c(c2)NC(=O)CC(=O)N3)CC1 | i
COc1ncccc1C(=O)NCCC(=O)Nc1cccc(C)c1 | i
NS(=O)(=O)c1ccc(CCNC(=O)C2CCN(c3nc4ccccc4[nH]3)CC2)cc1 | i
COc1c(C)cnc(CN(C)C(=O)c2cnn3cc(C)cnc23)c1C | i
Cc1cc(Sc2ccccc2NC(=O)Nc2ccc(Br)cc2F)n2ncnc2n1 | i
Clc1ccc(Nc2nc(NCc3ccco3)nc3c2cnn3-c2ccccc2)cc1 | i
Cc1cccc(N(Cc2nc3nc(C)cc(C)n3n2)C(=O)COc2ccccc2)c1 | +
Cc1cc(N(C)C)nc(Nc2ccc(NC(=O)c3ccc(Cl)cc3)cc2)n1 | i
Cc1ccnc(CC(C)N(C)C(=O)c2ccc3[nH]ccc3c2)c1 (stereo not given) | i
Cc1cccc(-c2ncc(CNCCS(=O)(=O)N3CCCC3)cn2)c1 | i
CCCOCCN1CCN(c2cc(N3CCCC3)nc(N)n2)CC1 | i
CCCNC(=O)CSCc1nc(-c2ccc(F)cc2)no1 | i
CCCn1cnnc1CNc1nc(-c2ccccc2)nc2c1CCNC2 | i
COc1ccc(N2C(=O)CCS2(=O)=O)cc1S(=O)(=O)Nc1cccc(NC(C)=O)c1 | i
O=C(NC1CC1)C1CCCN(C2CCN(c3nccc(C(F)(F)F)n3)CC2)C1 (stereo not given) | i
CCn1nc(C(=O)O)c2c1CCN(C(=O)CCn1cnc3ccccc31)C2 | i
CCOc1ccccc1CN(C(=O)c1cc(C)nn1C)C1CC1 | i
Cc1ccccc1CN1CCN(CC(=O)NCc2ccccc2)S1(=O)=O | i
Fc1ccc(-n2cccn2)c(C2NCCc3[nH]cnc32)c1 (stereo not given) | i
COc1cc2c(c(OC)c1OC)C(c1ccc3c(c1)nnn3C)CC(=O)N2 (stereo not given) | i
CCCNC(=O)CCc1nc(-c2cc3ccc(C)cc3[nH]c2=O)no1 | i

Going on with the list.
canonical_smiles | FECH inh
CNC(=O)[C@@H]1C[C@H](N)CN1S(=O)(=O)N1CCCCC1 | i
Cn1ccnc1-c1ccc(Oc2ccc(CN3CCCC3)cc2)nn1 | i
CCC(CC)C(=O)Nc1ccc(C)c(OCc2cc(=O)n3cccc(C)c3n2)c1 | i
CC(=O)Nc1cccc(-c2ccc3[nH]ncc3c2)c1 | i
O=C1CC(c2ccccc2)CN1Cc1nc(Cc2ccccc2)n[nH]1 (stereo not given) | i
Cc1ccc(NC(=O)C(C)NC(=O)CN2CCOC2=O)c(F)c1 (stereo not given) | i
Nc1cncc(-n2cnc3ccccc32)c1 | i
CC(=O)N1c2ccc(S(=O)(=O)N3CCCCC3)cc2CC1C(=O)Nc1ccncc1 (stereo not given) | i
O=C(CCC(=O)N1CCc2cc(S(=O)(=O)NCc3ccco3)ccc21)N1CCCCCC1 | i
COc1ccc(C)cc1NC(=O)CSc1nc(-c2ccc3c(c2)OCO3)nc2cc(=O)[nH]n12 | i
O=C(O)c1ccc2c(c1)n(CC1CCCO1)c(=O)n2CC1CC1 (stereo not given) | i
CC(C)CNC(=O)C(=O)NCc1n[nH]c(=O)c2ccccc12 | i
COc1ccc(N2CCCS2(=O)=O)cc1NC(=O)c1ccc(OC)c(OC)c1 | i
CCn1cc(C(=O)N(Cc2ccccn2)CC(C)C)c(=O)c2ccc(C)nc21 | i
CCCCS(=O)(=O)N1CCC(n2cc(CCC)nn2)CC1 | i
O=C(C1CNCCN1C(=O)c1ccc(Cn2cnnn2)cc1)N1CCCC1 (stereo not given) | i
COc1cccc(CCn2ccnc2-c2ccccn2)c1 | i
C=CCNC(=O)CN1c2ccc(Br)cc2-c2ccccc2S1(=O)=O | +
CC1Cc2cc(CNC(=O)c3cc(C(C)C)nn3C)ccc2O1 (stereo not given) | i
COc1ccc(Cl)cc1NC(=O)N1CCC(n2c(C)nc3cccnc32)CC1 | i
COc1ccc(CNC(=O)Cn2c(=O)c3cnc(-c4ccccc4)nc3n(C)c2=O)cc1 | i
CC(C)N1CCC(CNC(=O)CCC2CCCC2)C1 (stereo not given) | i
COc1ccccc1-n1nc(C(C)C)nc1-c1cccc(-n2cnnc2)n1 | i
Cc1ccc(N2CCN(C(=O)C3CCCN(c4ncnc5c4nc4n5CCCCC4)C3)CC2)c(C)c1 (stereo not given) | i
O=C(NC(Cn1cccn1)c1ccccc1)c1cc2n(n1)CCNC2 (stereo not given) | i
CC(O)(C(=O)NCc1cccnc1-n1cnc2ccccc21)c1ccccc1 (stereo not given) | i
CO[C@H]1CN(Cc2cccc(Cl)c2Cl)CC[C@H]1N | i
CCCc1nc(CN(CC)C(=O)c2cc(C)nc3c(C)cccc23)no1 | i
Cn1ccc2c(-c3ccc4nc(CO)[nH]c4c3)ccnc21 | i
CN(C)CC1(O)CCCN(C(=O)c2cnc3c(c2)ncn3C)C1 (stereo not given) | i

(list continues)
canonical_smiles | FECH inh
CCN(CC)c1ncccc1CNC(=O)c1ccc(C)cc1O | i
CC(C)C(=O)Nc1cccnc1-c1cccc2c1CCNC2 | i
CC(C(=O)NCCc1ccc(S(N)(=O)=O)cc1)N1C(=O)CC(C)(C)Sc2ccccc21 (stereo not given) | i
COc1cccc(-c2cc(Cn3cc(-c4cccc(O)c4)nn3)no2)c1 | i
Fc1ccc(-n2cccn2)c(CN2CCC(OCc3cccnc3)CC2)c1 | i
O=C1CCCN1CCCn1ccnc1-c1ccc2c(c1)OC(F)(F)O2 | i
Cc1ccn2c(C(=O)NCC(C)Oc3cccnc3)c(C)nc2c1 (stereo not given) | i
COCCN1C(=O)c2c(NC(C)=O)c3cc(F)ccc3n2CC1(C)C(=O)NC1CCCCCC1 (stereo not given) | i
Cc1ncc(CC(=O)NCc2cccnc2Oc2ccccc2F)c(=O)[nH]1 | i
Cc1ccccc1-c1cc(N2CCN(C(=O)NC(C)(C)C)CC2)ncn1 | i
c1ccc(C2NCCc3[nH]cnc32)c(Cn2cccn2)c1 (stereo not given) | i
CCN1CCN(S(=O)(=O)c2ccc3c(c2)CCN3C(=O)CCC(=O)N2CCOCC2)CC1 | i
CCN(CC)c1ccc(Nc2nc(SC)nc(-c3ccc(C)cc3)c2C#N)cc1 | i
